High-throughput results deposited in PubChem BioAssay by several laboratories.
Mtb BioA inh – inhibitors of Mycobacterium tuberculosis BioA enzyme; purified M. tuberculosis BioA enzyme, plate reader; inhibition, % at 9.99 µM; 0.096% of 360,000 active; in the data active = inhibition above about 40%
BH1578 lux ind – quorum light induction in luxS cqsA deficient V. cholerae. V. cholerae BH1578 lux reporter, luminescence, 6 h. activation, % at 18.7 µM. 0.16% of 350,000 active; in the data active = activation mostly above about 9.7%, no sharp cut-off; note: not every result past the cut was called active; inactives centre near 0; reference of the scale not given here
PfHsp40 rescue – restores yeast growth despite PfHsp40 toxicity; S. cerevisiae expressing PfHsp40, growth rescue, ATP luminescence; growth rescue, % at 12.5 µM; 0.68% of 340,000 active; AID 504582; in the data active = growth rescue above about 28%, passing the limit was not always enough;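 note: yeast W303a lacking pdr1 and pdr3 grown in galactose medium; growth measured after three days at 30 °C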
FadD28 binding – inhibitors of Mycobacterium tuberculosis FadD28 bisubstrate binding; inhibition, % at 12.5 µM; FadD28 bisubstrate probe binding, fluorescence polarization; 0.22% of 360,000 active; AID 588549; in the data active = inhibition above about 8.5%, passing the limit was not always enough
TcdB GH inh – blocks C. difficile toxin B glycohydrolase activity; P18177; TcdB glycohydrolase enzymatic assay, plate reader; inhibition, % at 9.99 µM; 0.24% of 350,000 active; AID 652162; in the data active = inhibition above about 10%
GDH-TPI inh – counter-screen for M. tuberculosis FBA inhibitors: GDH-TPI coupled enzymes. GDH-TPI coupled enzyme counterscreen, NADH absorbance. inhibition, % at 4.8 µM. 1.2% of 360,000 active; in the data active = inhibition above about 30%;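 note: 0% = DMSO wells and 100% = wells lacking the enzyme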
FBA Mtb inh – inhibits M. tuberculosis FBA enzyme; P9WQA3; purified M. tuberculosis FBA, fluorescence read-out; 2.3% of 360,000 active; inhibition, % at 1 µM; in the data active = inhibition above about 27%;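 note: 0% = vehicle and 100% = reference inhibitor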
Target sequence (P9WQA3 whole entry, looked up): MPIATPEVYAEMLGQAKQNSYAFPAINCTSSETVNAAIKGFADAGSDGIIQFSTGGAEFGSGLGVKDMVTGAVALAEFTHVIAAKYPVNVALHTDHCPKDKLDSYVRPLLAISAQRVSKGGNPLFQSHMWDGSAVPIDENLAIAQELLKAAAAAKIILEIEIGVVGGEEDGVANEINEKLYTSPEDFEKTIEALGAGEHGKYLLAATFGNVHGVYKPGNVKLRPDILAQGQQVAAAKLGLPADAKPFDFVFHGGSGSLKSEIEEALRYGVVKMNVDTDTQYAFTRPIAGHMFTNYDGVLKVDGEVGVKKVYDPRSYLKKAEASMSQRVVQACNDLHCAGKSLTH
UGM FP inh – Mtb UDP-galactopyranose mutase inhibition. purified UGM, fluorescence polarization probe displacement. P9WIQ1. inhibition, % at 10 µM. AID 504406. 0.06% of 320,000 active; in the data active = inhibition above about 10%, passing the limit was not always enough
Target sequence (P9WIQ1 whole entry, looked up): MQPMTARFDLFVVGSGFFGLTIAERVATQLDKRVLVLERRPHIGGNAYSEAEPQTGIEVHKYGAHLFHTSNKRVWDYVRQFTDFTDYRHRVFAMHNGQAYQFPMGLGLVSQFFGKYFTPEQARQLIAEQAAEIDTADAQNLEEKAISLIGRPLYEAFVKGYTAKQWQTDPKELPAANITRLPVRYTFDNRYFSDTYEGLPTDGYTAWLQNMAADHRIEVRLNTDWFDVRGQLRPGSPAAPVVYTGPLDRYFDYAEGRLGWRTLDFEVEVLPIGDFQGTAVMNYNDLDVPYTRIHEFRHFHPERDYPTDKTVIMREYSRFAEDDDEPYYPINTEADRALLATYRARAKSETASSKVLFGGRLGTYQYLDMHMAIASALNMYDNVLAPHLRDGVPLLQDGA
Y pestis TopoI – blocks Yersinia pestis topoisomerase I activity | Y. pestis Topo-I cleavage product accumulation, plate reader | activity, % at 10 µM | AID 504884 | 0.064% of 360,000 active; in the data active = activity above about 50%, passing the limit was not always enough; note: inactives centre near 2
An asterisk follows results filed as active; i = inactive; x = not tested or not shown. Rows were taken by chance, and some 4.6% of all compounds hit somewhere here.

SMILES	Mtb BioA inh	BH1578 lux ind	PfHsp40 rescue	FadD28 binding	TcdB GH inh	GDH-TPI inh	FBA Mtb inh	UGM FP inh	Y pestis TopoI
Cc1ccc2[nH]c3c(=S)nc[nH]c3c2c1	x	-0.3	-0.5	-3.3	0.0	26	0	3.1	0
CS(=O)(=O)CCC(C(=O)O)N1C(=O)c2ccc(Oc3ccc(Cl)cc3)cc2C1=O (stereo not drawn)	1.0	i	-0.1	x	0.6	-3	-2	-1.0	-4
O=C(CN1C(=O)C2CCCCC2C1=O)OCn1nnc2ccccc2c1=O (stereo not drawn)	x	-0.4	2.1	-0.1	0.1	7	-1	-2.7	0
CCOc1ccc(C(=O)N(CN2CCCC2=O)c2cccc(Cl)c2)cc1	x	-2.8	-0.3	-5.4	1.8	3	0	-0.9	-1
O=c1[nH]c(SCCN2CCOCC2)nc(O)c1-c1ccccc1	-0.7	-0.3	-1.0	-2.0	0.7	-5	-2	-1.5	-5
C#CCNC(=O)C1=C[C@H](c2ccc(C#C)cc2)C[C@H](OCc2ccc(CO)cc2)O1	-1.4	i	-0.8	-5.2	x	-4	1	-4.9	1
COC(C[C@@H](O)[C@H](C)[C@@H](O)COCc1ccccc1)OC	-1.3	-0.5	1.9	-0.8	1.0	3	0	x	-5
CC(C)(C(N)=O)c1ccccc1	x	i	-0.6	-4.2	0.3	5	4	0.2	9
CN(C)N1C(N)=C(C#N)C(c2ccsc2)C2=C1CCCC2=O (stereo not drawn)	x	-0.4	2.2	-1.7	x	4	-1	-1.5	1
COc1ccc(CN2c3c(Br)cccc3C(=O)CS2(=O)=O)cc1	-2.1	0.0	4.4	-1.6	x	11	-1	x	4
CCN1C(=O)[C@@H]2[C@@H](c3ccc(-c4cc(C(C)=O)cs4)cc3)N3CCC[C@@]3(C(=O)OC)[C@@H]2C1=O	3.9	-1.4	1.8	-3.0	1.6	36*	10	x	11
O=C(Nc1cc(Cl)ccc1N1CCOCC1)c1cc2ccccc2o1	-0.3	-0.9	-0.1	-5.9	-1.3	4	5	-0.9	14
CCOc1ccc(CN2CCNC(=O)C2CC(=O)NCc2ccccn2)cc1 (stereo not drawn)	x	-3.3	-0.7	-4.8	0.9	-6	2	-3.1	3
O=C(NCCC1=CCCCC1)C(=O)NCCc1ccc(Cl)cc1	-0.5	-0.6	1.2	-1.4	0.3	-2	1	-4.4	-4
Cc1cn2c(nc1=O)OC1C(O)C(COC(=O)c3ccccc3)OC12 (stereo not drawn)	-1.3	2.0	-1.1	2.8	x	5	-1	-1.8	0
CC1CCCN(C(=O)C2(NC(=O)Nc3cccc(F)c3)CCCCC2)C1 (stereo not drawn)	-1.8	0.3	-0.7	0.4	0.6	1	0	-0.5	5
O=C1CCC(/C=C/c2ccccc2)=NN1	x	i	-1.3	-2.0	0.3	16	1	3.0	-3
CC1=NN(c2ccc(Br)cc2)C(=O)/C1=C/c1ccc(-c2ccccc2C(=O)O)o1	0.5	-0.7	1.4	4.0	1.0	15	-1	2.4	-6
CCC(c1nnnn1C1CCCC1)N1CCN(C/C=C/c2ccccc2)CC1 (stereo not drawn)	-0.6	x	x	-4.5	1.6	x	-4	x	x
CCOC(=O)c1sc(-c2ccc(Br)cc2)cc1N	-1.0	-1.8	0.7	-2.4	1.0	16	5	1.7	8

5 compounds from above with just Y pestis TopoI and Mtb BioA inh:
| SMILES | Y pestis TopoI | Mtb BioA inh |
| --- | --- | --- |
| O=C(CN1C(=O)C2CCCCC2C1=O)OCn1nnc2ccccc2c1=O (stereo not drawn) | 0 | x |
| CC1=NN(c2ccc(Br)cc2)C(=O)/C1=C/c1ccc(-c2ccccc2C(=O)O)o1 | -6 | 0.5 |
| O=C1CCC(/C=C/c2ccccc2)=NN1 | -3 | x |
| Cc1cn2c(nc1=O)OC1C(O)C(COC(=O)c3ccccc3)OC12 (stereo not drawn) | 0 | -1.3 |
| CCN1C(=O)[C@@H]2[C@@H](c3ccc(-c4cc(C(C)=O)cs4)cc3)N3CCC[C@@]3(C(=O)OC)[C@@H]2C1=O | 11 | 3.9 |

(listing goes on)
SMILES	Mtb BioA inh	BH1578 lux ind	PfHsp40 rescue	FadD28 binding	TcdB GH inh	GDH-TPI inh	FBA Mtb inh	UGM FP inh	Y pestis TopoI
COC(=O)c1ccc(/C=N/NC(=O)C(=O)N2CCCCCC2)cc1	1.1	0.2	-0.3	-0.4	1.0	20	7	-0.7	5
COCc1cc(CNC(=O)C2CCC(=O)N(Cc3cccc(OC)c3)C2)[nH]n1 (stereo not drawn)	1.4	-0.5	-0.9	-0.1	0.0	1	-3	x	0
CC(Sc1nnc(Nc2ccccc2)s1)C(=O)Nc1nc(-c2ccccc2)cs1 (stereo not drawn)	-1.5	-0.4	0.8	-2.9	2.8	4	0	-2.6	2
Cc1noc(C)c1C(=O)N1CCC1(C)C(=O)NS(=O)(=O)c1ccc(Cl)cc1 (stereo not drawn)	-0.9	-4.5	x	-2.7	-0.1	-6	1	x	-7
Cn1c(=O)n(CCc2ccccc2)c2ccccc21	-1.7	0.0	-0.5	-0.6	1.1	-7	0	-0.5	4
CC(C)c1ccc(CN2CCN(S(=O)(=O)c3ccc(Cl)s3)CC2)cc1	-0.9	i	3.7	-2.6	2.0	-5	1	x	23
CCOc1ccc(S(=O)(=O)N2CCCCC2)c(C)c1C	x	0.4	0.2	-5.3	1.2	-9	-1	x	26
CCOC(=O)c1sc(NC(=O)C(C)(C)C)cc1C	1.0	x	-0.5	-4.2	0.6	5	-1	0.2	-2
COc1ccc(CC(=O)NNC(=O)c2cc(Cl)ccc2OC)cc1	-1.0	i	-0.7	-2.9	1.1	8	5	x	3
COc1ccccc1C(=O)Nc1c2c(nn1-c1cccc(C)c1C)CS(=O)(=O)C2	0.9	-0.1	3.1	1.5	x	6	2	-1.2	4
COc1cccc(C(=O)Nc2ccc(NC(=O)C(C)(C)C)cn2)c1	0.1	-6.0	0.2	-1.9	x	-5	6	0.6	-1
CC1(C(=O)Nc2cccc(Oc3ccccc3)c2)CCN1Cc1cccc2c1OCO2 (stereo not drawn)	-0.6	-0.9	x	-2.7	0.6	7	-1	x	16
CSCC[C@H](NC(=O)Nc1ccc(C)cc1C)C(=O)O	-1.5	i	0.0	-3.3	x	2	2	3.6	-4
CCCC(C(=O)NC1CCCC1)N(Cc1cccs1)C(=O)c1snc(C(N)=O)c1N (stereo not drawn)	x	-0.4	0.2	-3.9	x	11	8	1.0	5
CCCn1c(=O)c(C(=O)N/N=C/c2ccc(F)cc2)c(O)c2ccccc21	x	-0.7	0.3	-1.1	0.9	9	1	-4.5	-1
CCOCCn1c(COc2ccccc2)nc2ccccc21	3.6	i	0.1	-3.8	x	-6	-4	1.9	0
O=C(/C=C/c1ccccc1Cl)Nc1ccc2c(c1)C(=O)NC2=O	-0.3	x	1.2	-1.2	2.0	37*	12	0.3	-11
Cc1cccc(CN2CCC(Oc3ccc(C(=O)N4CCCC4)cc3)CC2)n1	0.6	-1.4	0.4	0.0	-1.1	-18	1	2.6	15
Cc1cc(Br)cn2c(CC(C)(C)C)c(-c3cccc(Cl)c3)nc12	-2.9	x	x	-1.3	2.9	x	-1	x	x
C(=C\c1ccco1)/c1nc2ccccc2[nH]1	x	i	-0.6	-3.2	x	28	23	-0.1	-5
Cc1ccc(N(C)S(=O)(=O)c2c[nH]c3ccc([N+](=O)[O-])cc23)cc1	0.3	0.6	0.0	-8.1	1.3	-6	0	-0.1	-19
Cc1ccc(CN2CCN(C/C=C/c3ccc(F)cc3)CC2CCO)o1 (stereo not drawn)	-0.1	-4.8	-1.8	-1.2	-0.1	3	4	-0.4	9
CN1CCN(/N=C/c2c(O)n(Cc3ccc(F)cc3)c(=O)[nH]c2=O)CC1	x	-0.7	-1.5	-0.2	-0.1	-4	1	-3.1	2
CN(C(=S)NC(=O)c1ccccc1)c1c(N)n(Cc2ccccc2)c(=O)[nH]c1=O	2.4	0.7	-0.5	0.4	2.1	5	0	1.4	11
COc1ccc(CCNC(=O)CSc2nc(N)c3c(C)c(C)oc3n2)cc1OC	0.4	i	0.1	-2.9	x	-1	2	-0.6	0
COc1ccc(OC)c(/C(O)=C/C(=O)C(=O)Nc2ccccc2OC)c1	-1.5	-3.1	3.3	-2.3	x	0	-3	-1.2	-8
Nc1nc(SCC(=O)Nc2ccccc2)nc2nc3c(cc12)CCCC3	x	-0.6	-1.4	-2.4	x	18	6	2.8	10
CC(C)(C)C(=O)N1Cc2cc(N3CCOCC3)ccc2-n2nncc2C1	2.5	x	x	-0.5	0.5	x	3	x	x
CCCCCCOc1ccc(N2C(=O)CC(N3CCN(C(=O)c4ccco4)CC3)C2=O)cc1 (stereo not drawn)	-1.4	x	1.1	-2.0	2.1	-1	-1	-1.6	-3
CCCCNC(=O)NC(C(=O)OC)C12CC3CC(CC(C3)C1)C2 (stereo not drawn)	x	i	2.5	-2.2	-13	1	4	2.8	-3
c1ccc2oc(SCc3cn4ccccc4n3)nc2c1	x	-7.1	-0.4	-1.4	1.7	-8	0	-4.5	3
NC(=O)c1ccccc1NC(=O)C1CCCO1 (stereo not drawn)	-0.7	i	-0.5	-1.2	0.4	14	6	1.5	1
CC1Cc2ccccc2N1C(=O)CN(C)CC(=O)Nc1ccc(F)cc1 (stereo not drawn)	3.4	-2.0	-0.3	-1.5	2.1	3	1	0.6	10
CC(C)[C@H](NC(=O)N1CCn2c1nc1ccccc12)C(=O)N[C@H](C(=O)O)c1ccccc1	-1.1	-0.5	-2.1	-0.7	0.6	9	5	1.0	0
CCN(CC)S(=O)(=O)c1ccc(S(=O)(=O)NCC2CCCO2)cc1 (stereo not drawn)	0.4	-0.4	0.6	-0.3	0.5	6	1	-0.9	-1
COc1ccc(NC(=O)N(C)[C@H]2C[C@H]3c4[nH]c5ccc(-c6ccc(OC)cc6)cc5c4CCN3C[C@H]2[C@H](C)O)cc1	-0.5	i	x	-3.4	-1.0	12	8	x	5
CC1Cc2ccccc2N1S(=O)(=O)c1cccc(C(=O)Nc2cccnc2)c1 (stereo not drawn)	3.8	-0.5	1.5	-9.1	1.6	-3	-3	0.8	-2
O=C(O)CCc1ccc(S(=O)(=O)Nc2cc(C(F)(F)F)ccc2N2CCCC2)cc1	3.5	-1.4	25	-0.6	7.7	1	-1	x	6
CCOc1ccc(Cl)cc1-c1cc(C(=O)NC2CCCCC2)[nH]n1	-0.5	-0.4	x	-6.8	1.8	-17	-1	x	1
Cc1ccc(-c2nc3ccccc3s2)cc1NC(=O)c1cc(-n2cnnc2)ccc1Cl	-5.8	i	-1.2	-1.3	0.9	16	2	-3.5	-7
OCCN1C2CCC1CC(O)(c1ccc(F)cc1)C2 (stereo not drawn)	-1.3	x	-0.3	-1.7	x	10	-3	2.4	-3
CC(C)(C)NC(=O)C1CCN(C(=O)c2ccco2)CC1	-4.4	-0.9	-0.3	0.4	0.5	10	5	-0.7	-4
Cn1c(CSCc2ccc(Cl)c(Cl)c2)nnc1SCC(=O)Nc1nccs1	0.0	-0.4	0.6	-2.8	x	-4	5	-2.6	-1

Full records as entered above. Values in the order: Mtb BioA inh, BH1578 lux ind, PfHsp40 rescue, FadD28 binding, TcdB GH inh, GDH-TPI inh, FBA Mtb inh, UGM FP inh, Y pestis TopoI
COC(=O)c1ccc(/C=N/NC(=O)C(=O)N2CCCCCC2)cc1 is entered as 1.1, 0.2, -0.3, -0.4, 1.0, 20, 7, -0.7, 5
Cc1ccc(CN2CCN(C/C=C/c3ccc(F)cc3)CC2CCO)o1 (stereo not drawn) is entered as -0.1, -4.8, -1.8, -1.2, -0.1, 3, 4, -0.4, 9
CCCC(C(=O)NC1CCCC1)N(Cc1cccs1)C(=O)c1snc(C(N)=O)c1N (stereo not drawn) is entered as x, -0.4, 0.2, -3.9, x, 11, 8, 1.0, 5
